Screens deposited in PubChem by Sanford-Burnham Center for Chemical Genomics.
SENP1 inh = SENP1 (human) catalytic domain inhibition; Q9P0U3; recombinant SENP1 catalytic domain, CyPet-SUMO1-YPet FRET cleavage; inhibition, % at 10 µM; 360,000 compounds, 0.21% hits;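 active = inhibition at least 30% at 10 µM, raw YFP signal under a set limit, fluorescence ratio 0.5 to 1.5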;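 note: 0% = enzyme with DMSO and 100% = no enzyme wells; some results filed as inactive read as strong as hits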
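system = hSENP1 catalytic domain, recombinant | reagent = SFCypet-SUMO1-SFYpet substrate at 25 nM | doses = one dose per compound, 10 µM, 0.5% DMSO | incubation = enzyme reaction for 50 min at room temperature, dark | measured by = FRET, CFP and YFP emission | controls = no-enzyme low, enzyme-DMSO high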
mIAP activ = mouse IAP activation. muIAP, CDP-Star luminescence, 30 min; hits give high values; 1 = vehicle-only enzyme signal, 0 = enzyme-free wells. 330,000 compounds, 0.24% hits. activation factor at 10 µM;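 active = activation factor of at least 2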; note: the source names both 10 and 20 µM as test concentration; values of inactives mirror those of a sister screen read the other way
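Assay system: mouse IAP enzyme / Compound: DMSO-dissolved test compounds / Timing: 30 min, room temperature / Measured by: luminescence from enzymatic CDP-Star hydrolysis / Control set: DMSO-only wells, enzyme-free buffer wells as negative control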
mIAP block = blocks mouse intestinal alkaline phosphatase | purified mouse IAP, CDP-Star luminescence, 30 min | inhibition, % at 10 µM | 330,000 compounds, 0.2% hits | AID 2806;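 active = inhibition of at least 40% at 10 µM in the primary screen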;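 note: plate controls were DMSO with enzyme for no effect and no enzyme wells for full effect; values of inactives mirror those of a sister screen read the other way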
NALP3 yeast inh = blocks the NALP3 inflammasome reconstituted in yeast; Yeast reconstituted NLRP3/ASC/caspase-1, beta-gal luminescence, 24 h; inhibition, % at 10 µM; 330,000 compounds, 0.39% hits;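 active = inhibition of 50% or more; inactive = inhibition below 50%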;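 note: plate controls were induced DMSO wells for no effect and uninduced yeast grown without galactose for full effect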
APOBEC3A inh = blocks human APOBEC3A ssDNA deamination | P31941 | recombinant A3A, FAM/TAMRA ssDNA deamination fluorescence | 330,000 compounds, 0.41% hits | inhibition, % at 20 µM;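 active = at least 40% inhibition at 20 µM here, with at most 30% in a related deaminase screen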;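 note: plate controls were A3A with DMSO for no effect and wells lacking A3A enzyme for full effect; some results filed as inactive read as strong as hits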
Target sequence (P31941 whole entry, looked up): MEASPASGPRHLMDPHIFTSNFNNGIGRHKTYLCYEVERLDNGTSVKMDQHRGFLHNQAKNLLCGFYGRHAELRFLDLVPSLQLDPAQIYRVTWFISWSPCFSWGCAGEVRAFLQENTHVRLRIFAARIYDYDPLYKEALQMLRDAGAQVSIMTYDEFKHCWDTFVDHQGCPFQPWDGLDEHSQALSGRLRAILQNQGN
hIAP inh = blocks human intestinal alkaline phosphatase | inhibition, % at 10 µM | purified IAP, CDP-Star luminescence, 30 min | P09923 | 330,000 compounds, 0.12% hits;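 active = inhibition reaching a set limit with compound at 10 µM in the primary screen, cut at about 35% in these data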;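 note: plate controls were DMSO wells with enzyme for no effect and no-enzyme buffer wells for full effect; values of inactives mirror those of a sister screen read the other way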
Target sequence (P09923 whole entry, looked up): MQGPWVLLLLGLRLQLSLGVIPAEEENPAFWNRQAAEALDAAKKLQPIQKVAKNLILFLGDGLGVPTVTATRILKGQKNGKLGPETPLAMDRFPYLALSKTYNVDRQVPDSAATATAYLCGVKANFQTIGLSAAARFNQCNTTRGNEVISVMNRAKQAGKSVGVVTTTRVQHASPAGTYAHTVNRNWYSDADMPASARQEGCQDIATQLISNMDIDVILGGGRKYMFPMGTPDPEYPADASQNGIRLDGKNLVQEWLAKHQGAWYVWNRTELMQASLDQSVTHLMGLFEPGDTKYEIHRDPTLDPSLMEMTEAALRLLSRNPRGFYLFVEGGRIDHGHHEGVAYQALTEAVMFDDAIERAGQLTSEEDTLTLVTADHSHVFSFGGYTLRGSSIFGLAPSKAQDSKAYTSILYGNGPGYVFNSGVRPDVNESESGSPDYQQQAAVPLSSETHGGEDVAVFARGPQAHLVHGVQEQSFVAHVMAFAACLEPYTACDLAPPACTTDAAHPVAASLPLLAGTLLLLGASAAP
MIN6 prolif = induces beta-cell replication in MIN6 cells | AID 2380 | 330,000 compounds, 0.29% hits | proliferation, % at 10 µM | MIN6 cells proliferation, ATPlite luminescence, 48 h; cells starved in 0.2% serum; 100% = growth in 10% serum;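 active = compounds whose signal lies at least 3.5 SD above the mean of all wells on their plate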;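 note: 0% = DMSO-treated cells in low-serum medium and 100% = 10% serum control; some compounds called inactive have numbers as strong as hits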
A3G deaminase = inhibitors of human APOBEC3G DNA deaminase; inhibition, % at 20 µM; 330,000 compounds, 0.28% hits; recombinant A3G, ssDNA deamination FAM/TAMRA fluorescence; Q9HC16;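 active = inhibition of at least 40% at 20 µM, with no more than 30% in the related APOBEC3A deaminase screen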;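 note: plate controls were DMSO wells with A3G for no effect and wells lacking A3G enzyme for full effect; some compounds called inactive have numbers as strong as hits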
Target sequence (Q9HC16 whole entry, looked up): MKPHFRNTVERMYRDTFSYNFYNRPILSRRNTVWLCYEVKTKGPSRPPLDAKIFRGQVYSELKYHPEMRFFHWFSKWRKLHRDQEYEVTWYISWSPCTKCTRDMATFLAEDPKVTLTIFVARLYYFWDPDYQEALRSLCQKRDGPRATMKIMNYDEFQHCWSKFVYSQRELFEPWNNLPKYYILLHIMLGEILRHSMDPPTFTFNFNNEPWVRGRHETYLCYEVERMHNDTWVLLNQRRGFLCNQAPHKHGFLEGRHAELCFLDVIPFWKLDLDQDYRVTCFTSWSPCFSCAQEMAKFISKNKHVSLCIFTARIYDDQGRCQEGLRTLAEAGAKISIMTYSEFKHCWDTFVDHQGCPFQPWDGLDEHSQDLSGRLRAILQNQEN
hIAP activ = human IAP activation | P09923 | purified human IAP, CDP-Star luminescence, 30 min; hits give high values; 1 = vehicle-only enzyme, 0 = enzyme-free background | activation factor at 10 µM | 330,000 compounds, 0.16% hits;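 active = activation factor of the enzyme at least 2-fold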; note: the source names both 10 and 20 µM as test concentration; values of inactives mirror those of a sister screen read the other way
An asterisk follows results filed as active; x = no result given. Not all compounds are listed, so the mix of outcomes need not match the whole.

SMILES	SENP1 inh	mIAP activ	mIAP block	NALP3 yeast inh	APOBEC3A inh	hIAP inh	MIN6 prolif	A3G deaminase	hIAP activ
C/C(=C\C(=O)c1ccc(Br)cc1)Nc1cccc(Cl)c1	2	0.95	5	15	-2	8	1	0	0.93
O=C(CCN1C(=O)/C(=C/c2ccc3c(c2)OCO3)SC1=S)NNC(=O)c1cccnc1	7	0.92	8	9	0	-43	0	2	1.4
Cc1cccc(NS(=O)(=O)c2ccc3[nH]c(=O)oc3c2)c1C	3	0.98	2	3	-4	-8	-4	-5	1.1
CC(C(=O)N1CCN(c2ccccc2)CC1)c1ccc([N+](=O)[O-])cc1 (stereo not given)	2	1	-1	18	-1	4	-1	-5	0.96
N#C/C(=C\c1ccc(O)c([N+](=O)[O-])c1)C(=O)NCc1ccccc1	-3	1.1	-7	3	-3	13	-2	-4	0.87
CCOc1ncccc1C(=O)Nc1cc2c(cc1Br)OCCO2	-7	1	-1	18	-1	-24	1	-4	1.2
CC(Nc1cc(=O)n(C)c(=O)n1C)c1ccccc1 (stereo not given)	1	0.98	2	-7	-1	0	3	-5	1
CSc1ccc(CSCC(=O)N2CCN(S(=O)(=O)c3ccc(C)cc3C)CC2)cc1	-3	0.96	4	12	-2	5	-5	-2	0.95
CC(=O)Nc1ccccc1OCC(=O)NC1CCCCC1C (stereo not given)	-1	0.93	7	10	-2	-13	3	-5	1.1
S=c1[nH]nc(Nc2ccccc2Cl)s1	-1	0.84	16	14	-8	-3	-2	45*	1
N#Cc1ccccc1S(=O)(=O)N1CCN(C(=O)CN2C(=O)NC3(CCCC3)C2=O)CC1	2	1	-2	19	6	-8	3	-3	1.1
Cc1cc(C(=O)Nc2sccc2C#N)c2ccccc2n1	3	0.9	10	33	2	2	-1	-6	0.98
O=C(c1cccc([N+](=O)[O-])c1)N1CCN(c2ccc(N3CCOCC3)nn2)CC1	3	0.99	0	23	-4	0	-4	-11	1
O=C(CCSCc1ccccc1Cl)N1CCN(c2ccccn2)CC1	2	0.9	10	25	3	14	1	-2	0.86
CC(=O)NC12CC3CC(C1)CC(C(=O)N(C)Cc1cccc(Cl)c1Cl)(C3)C2	1	0.96	4	17	3	-5	-4	1	1.1
Cc1ccc(C2=NNC(c3cccc(F)c3)S2)cc1 (stereo not given)	1	0.72	28	23	0	5	-5	-7	0.95
Cc1cccc(-c2nc(CS(=O)CC(=O)NC(C)CCc3ccccc3)c(C)o2)c1 (stereo not given)	1	1.1	-5	-5	-4	-4	-4	-7	1
CCOC(=O)C1=NN(C(=O)c2cccc(Br)c2)C(O)(C(C)(C)C)C1 (stereo not given)	x	0.81	19	23	-5	8	-1	-8	0.92
Cc1ccc(OCC(=O)NNC(=O)c2ccoc2C)c(Br)c1	2	0.88	12	8	2	-12	-1	0	1.1
CN(Cc1ccccc1)S(=O)(=O)c1ccc(NC(=S)NC(=O)C2CCCCC2)cc1	1	0.73	27	4	-3	-5	0	-9	1.1
Cc1c(NC(=O)c2cc(-c3ccc(Br)cc3)on2)c(=O)n(-c2ccccc2)n1C	-1	1.1	-12	-11	1	-5	-1	-5	1.1
O=C(O)C1=C[C@H](c2ccc3c(c2)OCO3)C[C@H](OCc2ccc(CO)cc2)O1	0	1.1	-5	5	-7	-18	0	-12	1.2
CCC(=O)N1CCN(c2ccccc2NC(=O)Cc2ccccc2)CC1	2	1	0	3	-2	7	1	-8	0.93
COc1ccc(N2CC(NS(=O)(=O)c3ccc4ccccc4c3)CC2=O)cc1OC (stereo not given)	0	0.98	2	8	-2	0	-1	-6	0.99
C/C(=N/NC(=O)Nc1ccccc1)c1ccc(C)cc1	0	1.1	-14	15	-2	-2	0	-7	1
Later entries
SMILES	SENP1 inh	mIAP activ	mIAP block	NALP3 yeast inh	APOBEC3A inh	hIAP inh	MIN6 prolif	A3G deaminase	hIAP activ
CC(=O)c1c(C)[nH]c(C2=NNC(=NCc3ccccc3)SC2)c1C	-4	0.99	1	10	-2	0	-3	2	1
CC(=O)Nc1ccc(NC(=O)C(C)N2CCN(S(=O)(=O)c3ccc(C)cc3)CC2)cc1 (stereo not given)	1	1.1	-6	1	8	3	-2	-4	0.97
CCN(CC(=O)Nc1ccc(NC(C)=O)cc1)C(=O)c1n[nH]c(=O)c2ccccc12	5	1.1	-6	8	1	-5	-3	-10	1.1
CC(=O)N1CCc2c(sc3c2c(=O)n(-c2ccccc2)c(=O)n3Cc2ccccc2Cl)C1	-1	0.92	8	18	-2	4	0	-5	0.95
O=C(CCC(=O)N1CCOc2ccc(Cl)cc21)NCc1ccccc1	0	0.88	12	-7	-2	18	-3	-6	0.82
COc1ccc(CCn2nnnc2C(CC(C)C)N2CCN(c3ncccn3)CC2)cc1OC (stereo not given)	3	0.95	4	14	-2	0	2	-5	1
O=C(/C=C/c1cccc([N+](=O)[O-])c1)Nc1cc(C(=O)O)cc(C(=O)O)c1	3	0.98	2	19	0	5	2	-2	0.95
Cc1cccc(NC(=O)CSCC(=O)Nc2ccc(S(=O)(=O)N3CCCCC3)cc2)c1	-1	1.1	-7	4	-1	-10	-4	-8	1.1
O=C(Oc1ccccc1)N1CCN(C(=O)c2ccco2)CC1	0	1.1	-6	14	1	9	0	-6	0.91
COc1cc(C(=O)OCC(=O)N2CCC(Cc3ccccc3)CC2)cc(OC)c1OC	3	1	-2	24	36	2	4	5	0.98
O=C(O)COc1ccc(S(=O)(=O)NCCc2ccccc2)cc1	0	0.99	1	11	6	-16	1	3	1.2
O=c1[nH]c2ccc(S(=O)(=O)N3CCCCC3)cc2[nH]c1=O	1	1	-3	5	0	14	-2	-1	0.86
CO/N=C/CC(=O)c1cnc(-c2ccc(Cl)cc2)s1	-11	0.87	13	24	4	14	-6	-3	0.86
COC(=O)C1CC(O)CN1C(=O)c1ccco1 (stereo not given)	-2	1.1	-8	-14	0	-18	0	-8	1.2
CCCC(C)NC(=O)c1c2c(nc3ccccc13)CCC2 (stereo not given)	-4	0.99	1	12	19	-1	4	4	1
O=C(CN1CCN(c2ccccc2)CC1)Nc1ccc2c(c1)OCCO2	1	0.94	6	2	4	-5	0	-3	1.1
CC(NC(=O)CCNS(=O)(=O)c1cccc2nsnc12)c1ccccc1 (stereo not given)	-1	1	-2	14	1	8	1	-1	0.92
CN(Cc1ccccc1)C(=O)CSc1nc2cc(C(=O)N3CCC(C(N)=O)CC3)ccc2c(=O)n1-c1ccccc1	x	1	-4	-20	-3	4	-4	-8	0.96
CN(c1ccccc1)S(=O)(=O)c1ccc(Cl)c(C(=O)OCC(=O)N2CCOCC2)c1	0	0.95	4	10	-3	8	1	-7	0.92
Cc1cc(-c2ccc(S(=O)(=O)N3CCN(c4ccccc4F)CC3)s2)on1	0	0.92	8	26	-3	-11	1	-6	1.1
CC1(C)CC(=O)C(C(c2ccncc2)C2C(=O)CC(C)(C)CC2=O)C(=O)C1	1	0.88	12	15	8	-13	-3	0	1.1
O=C(O)c1ccccc1Nc1cc(Cl)c2nonc2c1[N+](=O)[O-]	2	0.98	2	26	-1	-8	-1	-4	1.1
COc1ccc(OC)c2c1sc(=NC(=O)C(C)C)n2C	-8	1.1	-6	28	2	12	-3	1	0.88
Cc1noc(C)c1Cc1ccc(O)cc1	2	1.1	-7	-30	1	19	-5	-4	0.81
Cc1ccccc1-c1noc(C23CC4CC(CC(C4)C2)C3)n1	0	1.1	-6	7	-1	-22	-6	-8	1.2

Record cards, from the list above. Values in the order: SENP1 inh, mIAP activ, mIAP block, NALP3 yeast inh, APOBEC3A inh, hIAP inh, MIN6 prolif, A3G deaminase, hIAP activ
Results for `CCOC(=O)C1=NN(C(=O)c2cccc(Br)c2)C(O)(C(C)(C)C)C1` (stereo not given) = x, 0.81, 19, 23, -5, 8, -1, -8, 0.92
Results for `Cc1cccc(-c2nc(CS(=O)CC(=O)NC(C)CCc3ccccc3)c(C)o2)c1` (stereo not given) = 1, 1.1, -5, -5, -4, -4, -4, -7, 1
Results for `C/C(=C\C(=O)c1ccc(Br)cc1)Nc1cccc(Cl)c1` = 2, 0.95, 5, 15, -2, 8, 1, 0, 0.93
Results for `CC(NC(=O)CCNS(=O)(=O)c1cccc2nsnc12)c1ccccc1` (stereo not given) = -1, 1, -2, 14, 1, 8, 1, -1, 0.92

A few values from the list:
mIAP block, Cc1ccc(C2=NNC(c3cccc(F)c3)S2)cc1 (stereo not given) : 28
mIAP activ, COc1ccc(OC)c2c1sc(=NC(=O)C(C)C)n2C : 1.1

Next part
SMILES	SENP1 inh	mIAP activ	mIAP block	NALP3 yeast inh	APOBEC3A inh	hIAP inh	MIN6 prolif	A3G deaminase	hIAP activ
CN(C)C(=O)CCc1ccc2c3c([nH]c2c1)[C@]1(C)[C@@H](C(=O)N2CCOCC2)C[C@H](CC(=O)NCc2ccco2)C(=O)N1CC3	-3	0.94	6	x	0	x	x	2	x
CCOC(=O)C(NC(=O)CC)(Nc1ccc(S(N)(=O)=O)cc1)C(F)(F)F (stereo not given)	1	0.98	2	-10	3	4	0	-2	0.96
C/C(=N\NS(=O)(=O)c1ccc(Cl)cc1)c1ccc(NC(=O)c2ccco2)cc1	-1	1.1	-6	-8	-3	-13	-2	-2	1.1
O=C(/C=C/c1ccccc1)NCCOc1ccccc1	1	1.1	-6	26	-1	12	-5	-8	0.88
CS(=O)(=O)Nc1cccc(C2=NN(S(C)(=O)=O)C(c3ccc4c(c3)OCO4)C2)c1 (stereo not given)	-2	0.93	7	-3	-1	-3	0	-3	1
O=C1NC(=S)N/C1=C/c1cccn1-c1ccc([N+](=O)[O-])cc1	1	0.82	18	-1	21	-4	2	24	1
O=C(CN1C(=O)COc2ccccc21)NCCCN1CCN(Cc2ccccc2)CC1	-1	1	-5	-9	-2	-13	-1	-3	1.1
Cc1ccc(S(=O)(=O)N2CCCCC2CCNC(=O)C(=O)NCC2CCCO2)cc1 (stereo not given)	1	0.95	5	14	-2	17	-1	-4	0.83
COc1cc(NC(=O)COC(=O)C2CC2)c(C)cc1[N+](=O)[O-]	-6	0.93	7	11	-2	4	0	-4	0.96
COc1cccc(CNC(=O)CN2C(=O)c3ccccc3S2(=O)=O)c1	4	1.1	-12	-1	0	-8	-3	2	1.1
O=C(NC1CCCC1)c1ccc(COCC(F)(F)F)o1	1	0.88	12	18	-1	1	1	-8	0.99
Cc1cnc(C(=O)OCC(=O)NC(=O)c2ccccc2)cn1	-2	0.94	6	5	29	-10	0	-8	1.1
COc1cccc(/C=C2\SC(N3CCC(C)CC3)=NC2=O)c1OC	1	1.1	-6	3	1	-4	-5	3	1
O=C(C1CCC(CNS(=O)(=O)c2cccs2)CC1)N1CCCCC1 (stereo not given)	-1	0.91	9	9	-3	13	-2	-6	0.87
CC(NC(=O)CCN1C(=O)c2ccccc2C1=O)c1ccc2c(c1)CCCC2 (stereo not given)	0	1.1	-14	21	-1	-1	0	-3	1
CC(CCc1ccccc1)NC(=O)CCNC(=O)Cn1ccc2ccccc2c1=O (stereo not given)	-4	1.1	-11	-2	1	-8	-2	-5	1.1
COc1ccc(C2c3[nH]c4ccccc4c3C[C@H]3C(=O)N(CCCO)CC(=O)N23)cc1OC (stereo not given in full)	-11	0.98	2	17	-1	9	-3	-3	0.91
CCNC(=O)C(CCSC)NS(=O)(=O)c1ccc(C)cc1 (stereo not given)	0	0.98	2	5	4	-6	-1	-4	1.1
